Screening data: PubChem, Broad Institute
ERp5 inh = ERp5 (human) disulfide isomerase inhibition; Q15084; inhibition, % at 9.99 µM; ERp5 insulin aggregation, absorbance 650 nm, 90 min; 0.05% of 350,000 active;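 active means mean replicate inhibition above about 25%, with every replicate also reaching it, limit read from the data, passing the limit was not always enough; inconclusive means only one of those two criteria met; inactive means neither criterion met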
Target sequence (Q15084 whole entry, looked up): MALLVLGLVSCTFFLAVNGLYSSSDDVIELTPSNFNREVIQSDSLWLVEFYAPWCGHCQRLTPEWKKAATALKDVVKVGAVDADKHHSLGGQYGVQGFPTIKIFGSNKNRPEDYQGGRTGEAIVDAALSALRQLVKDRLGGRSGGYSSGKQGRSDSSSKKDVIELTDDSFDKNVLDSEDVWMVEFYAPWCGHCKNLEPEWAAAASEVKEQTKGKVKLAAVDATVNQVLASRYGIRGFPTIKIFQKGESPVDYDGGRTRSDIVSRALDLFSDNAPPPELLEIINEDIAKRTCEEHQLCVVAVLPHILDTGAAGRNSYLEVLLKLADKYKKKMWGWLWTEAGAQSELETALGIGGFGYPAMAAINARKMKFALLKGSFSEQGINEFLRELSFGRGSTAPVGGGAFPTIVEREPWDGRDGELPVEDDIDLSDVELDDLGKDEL
EWS-Fli inh = inhibitors of EWS/Fli oncoprotein transcriptional activity; A673 NR0B1-luciferase reporter, viability-normalised; inhibition, % at 12.6 µM; 0.67% of 350,000 active; AID 651661;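 active means mean inhibition of at least 50% after viability correction, with every replicate also passing that limit; inconclusive means mean reaches 50% but only one of two replicates passes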;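 further: firefly luciferase signal divided by Alamar Blue viability fluorescence both relative to DMSO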
INS-1E GSIS act = GLuc luminescence reporter in INS-1E cells, primary screen for activators of glucose-dependent secretion of insulin; INS-1E GLuc reporter insulin secretion, 2-3 h; activation, % at 16.6 µM; 0.61% of 370,000 active; AID 743287;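 active means lowest replicate activation of at least 40%, so every replicate reaches that level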;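 further: 0% = median of neutral control wells and 100% = median of IBMX positive control wells; some compounds called inactive have numbers as strong as hits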
ARNT-TACC3 inh = ARNT/TACC3 interaction disruption | AlphaScreen His-ARNT PAS-B/GST-TACC3 binding, luminescence; TACC3 fragment carries E629A point mutation | inhibition, % at 9.99 µM | 0.66% of 390,000 active | AID 623870;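 active means mean inhibition of replicates at least 50% and at least half of replicates each reaching 50%; inconclusive means half or more replicates reach 50% but mean below 50%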;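 further: 0% = complete ARNT plus TACC3 wells and 100% = ARNT alone without TACC3; many hits fall short of the cut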
PAX8 reporter = PAX8 transcriptional activity inhibition; inhibition, % at 12.6 µM; RMG-I TPO-luciferase reporter, SteadyGlo, 24 h; 1.2% of 360,000 active;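 active means mean replicate inhibition at least 60% with every replicate also reaching 60%; inconclusive means only one of the two criteria is met; inactive means mean below 60% and not all replicates reaching 60%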;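 further: luciferase light reporting Pax8 driven TPO promoter activity; plate controls were median of neutral control wells for no effect and mitoxantrone controls for full effect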
DENV2 CPE = DENV2-induced cell death inhibition; DENV2-infected cells, cytopathic effect rescue, plate reader; CPE inhibition, % at 9.99 µM; 1.7% of 350,000 active; in the data active means CPE inhibition above about 20%, passing the limit was not always enough; inconclusive means no clear call, values can overlap the other calls; tested in BHK-21 cells;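 further: 0% = median of neutral control wells and 100% = median of positive control wells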
Xi reactivation = reactivates the inactive X chromosome in mouse fibroblasts; XiGFP mouse fibroblasts, % GFP-positive cells imaging, 3 d; cells co-treated with 5-aza-dC sensitizer; scaled so ellipticine positive control = 100%; activation, % at 7.58 µM; 0.055% of 360,000 active;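 active means mean normalized replicate activation at least 10% and every replicate at or above 10%; inconclusive means only one of the two criteria met; inactive means mean below 10% and not all replicates reach 10%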;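 further: 0% = median of on-plate neutral control wells and 100% = ellipticine 6 µM median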
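Schedule: 3 d treatment, 15 min room-temperature fixation; system: 68-5-11 XiGFP fibroblast line; buffer or medium: DMEM plus 5-aza-dC sensitizer; control set: ellipticine 6 µM positive control; compound: one concentration, pinned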
CFTR F508del cor = CFTR F508del correction in bronchial cells; CFBE cells, YFP halide quenching; stimulated with forskolin plus potentiator P3; % fluorescence drop versus neutral controls; activity (quench increase), % at 7.58 µM; 0.36% of 350,000 active;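 active means mean added fluorescence quench of at least 8% versus neutral control, with both replicates also reaching 8%; inconclusive means only one of the mean or replicate conditions met; inactive means mean below 8% and not both replicates reaching 8%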;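 further: cells transiently co-express mutant CFTR-F508del with the halide-sensitive YFP; corrector assay measuring rescue of mutant channel to the surface after 24 h compound exposure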
Active calls of the source: *; ? = inconclusive; nt = not tested or not shown. Compounds as they come; any-hit rate near 4.2%.

SMILES	ERp5 inh	EWS-Fli inh	INS-1E GSIS act	ARNT-TACC3 inh	PAX8 reporter	DENV2 CPE	Xi reactivation	CFTR F508del cor
Cc1occc1C(=O)N/N=C/C(Br)=C/c1ccccc1	5	-45	-17	10	-134	-6	0.1	1.4
CCCC#Cc1ccc([C@@H]2[C@@H](CO)N3CCCCN(S(=O)(=O)CC)C[C@@H]23)cc1	0	nt	-12	8	-22	13	0.2	2.7
O=C(NNc1ccnc2cc(Cl)ccc12)C1CCCCC1	1	23	-10	-1	9	nt	0.0	-3.0
Cc1cccc(C(=O)NCc2nnc(SCC(=O)NC3CCCC3)n2C)c1	-1	4	1	-23	2	6	-0.1	-0.1
CCOc1ccc(OCCn2c(SCC(=O)O)nc3ccccc32)cc1	1	11	nt	2	-14	4	0.0	2.9
CCc1ccc2nc3sc(C(=O)O)cc3cc2c1	3	-29	22	-3	-98	nt	0.0	-0.4
O=C1NC(Cc2ccc(O)cc2)c2nc3cc(F)ccc3c(=O)n2-c2cc(Cl)ccc21 (stereo not drawn)	-1	0	-5	nt	19	-10	0.1	-2.1
C[C@@H]1CCCCO[C@H](CN(C)C(=O)Cc2ccccc2)[C@H](C)CN([C@H](C)CO)C(=O)c2cc(N(C)C)ccc2O1	4	-9	-4	-7	12	-4	-0.2	0.3
Cc1cc(C)cc(OCC(=O)Nc2cccc(S(=O)(=O)NC3=NCCC3)c2)c1	-16	10	15	1	20	-7	0.0	-3.0
C[C@H]1CN([C@@H](C)CO)C(=O)c2c(c3ccccc3n2C)-c2ccccc2CO[C@H]1CN(C)C(=O)[C@H]1CCCN1C	0	4	11	-3	-9	6	0.0	0.2
Cc1ccc2c(C)c(C(=O)N(C)Cc3nccn3C)oc2c1C	3	-8	11	13	nt	-2	-0.1	-1.1
CN(C)/C=C1/OC(=O)C(C#N)=C1c1ccc(Cl)cc1	1	12	2	-22	-16	6	0.0	3.8
O=C(COc1ccccc1)NCC(c1cccs1)N1CCOCC1 (stereo not drawn)	0	0	-12	5	nt	1	nt	1.5
NC(=O)c1sc(-c2ccsc2)cc1NS(=O)(=O)c1ccc(C(F)(F)F)cc1	-2	20	-19	nt	27	-1	0.0	0.7
COc1ccc(OC)c(NC(=O)COc2coc(CN3CCCc4ccccc43)cc2=O)c1	3	7	15	-1	38	2	0.0	3.7
CCn1cc(C(=O)NCCC2=CCCCC2)c(=O)c2cc(S(=O)(=O)N(C)C)ccc21	-4	21	-6	nt	-5	-7	-0.1	1.0
CCOC(=O)Cn1c(=O)cc(C)c2cccc(C)c21	0	5	-4	-10	8	2	0.1	-1.7
Cc1ccc(SCC(=O)NN2C(=O)c3ccccc3C2=O)cc1	-5	6	-2	22	18	7	0.2	5.4
COc1ccc(CNC(=O)CC[C@H]2O[C@@H](n3ccc(=O)[nH]c3=O)[C@H](O)[C@@H]2O)cc1	-1	-3	nt	nt	-1	-5	0.1	-1.8
C[C@H]1CN([C@@H](C)CO)S(=O)(=O)c2ccc(C#Cc3ccccc3)cc2O[C@H]1CN(C)S(C)(=O)=O	-2	6	-15	3	19	-10	-1.9	3.9
C[C@@H]1CN([C@@H](C)CO)C(=O)c2cc(C#CC3CCCCC3)cnc2O[C@@H]1CN(C)C(=O)c1ccncc1	0	-16	8	-6	-14	-4	0.4	-1.6
CCCCCc1ccc(-c2cn(Cc3ccc(C)cc3)nn2)cc1	-10	-18	nt	-6	-47	nt	0.0	2.8
C[C@H]1CN([C@@H](C)CO)C(=O)c2cc(NS(=O)(=O)c3cccs3)ccc2O[C@H]1CN(C)S(=O)(=O)c1ccc(Cl)cc1	5	3	-8	-2	nt	14	0.4	2.2
CCCC(=O)Nc1ccc2c(c1)C(=O)N(C)[C@@H]1CC[C@@H](CC(=O)NCc3ccccc3)O[C@@H]1CO2	-4	2	-10	-18	45	?	0.2	1.1
Cc1cc(C)nc(N/N=C2/CCSc3ccc(F)cc32)n1	3	-10	11	19	12	3	0.2	-0.5
Going on with the list:
SMILES	ERp5 inh	EWS-Fli inh	INS-1E GSIS act	ARNT-TACC3 inh	PAX8 reporter	DENV2 CPE	Xi reactivation	CFTR F508del cor
COc1ccc(CN2CCNC(=O)C2CC(=O)N(C)Cc2nonc2C)c(F)c1 (stereo not drawn)	0	0	nt	-2	nt	0	-0.1	-0.1
COc1ccccc1N1CCN(C(=O)c2cc(=O)c3cc(C)ccc3o2)CC1	0	39	-15	-8	7	-1	0.1	-1.6
Cc1ccc(C2Cc3cc(O)c(O)cc3CN2)cc1 (stereo not drawn)	0	34	nt	nt	40	12	0.3	0.1
COC(=O)[C@H](CC(C)C)NC(=O)Nc1ccccc1F	2	-9	2	-10	-26	1	0.2	-3.0
COc1ccc(S(=O)(=O)Nc2cccc3c2O[C@@H](CN(C)C(=O)NC(C)C)[C@@H](C)CN([C@@H](C)CO)C3=O)cc1	-17	-5	-6	-1	nt	-4	1.0	1.8
Cc1ccccc1NC(=O)CON=C(N)c1ccccc1	5	-4	nt	nt	-20	0	0.0	0.5
CC(C)c1ccc(OCC(=O)Nc2cccc(C(=O)Nc3ccccc3C(=O)O)c2)cc1	-4	3	-1	nt	-13	1	0.1	-2.1
CCN(CC)c1ccc(C(=S)NC2CCCCC2)cc1	-8	-23	-11	4	-52	nt	-0.1	-0.6
COCC#Cc1cnc2c(c1)C(=O)N([C@H](C)CO)C[C@H](C)[C@@H](CN(C)C(C)=O)O2	10	1	28	12	nt	-2	-0.9	-0.1
CC(C)C(=O)Nc1ccc2c(c1)C(=O)N(C)[C@@H]1CC[C@H](CC(=O)NCc3ccc(F)cc3)O[C@@H]1CO2	0	-9	3	-3	15	19	0.2	-0.3
Cc1cc(C(=O)COC(=O)c2cccnc2Cl)c(C)n1CC1CCCO1 (stereo not drawn)	-3	-64	-20	-1	-6	0	-0.1	-1.4
CCN(CC)C(=O)CSc1nc(Cc2ccccc2)nc2ccccc12	5	-23	-7	-6	25	-1	0.1	2.2
COc1ccccc1C(=O)N/N=C/c1ccc2c(c1)OCO2	-13	-122	13	-3	-113	0	nt	-0.5
CCOc1ccccc1NC(=O)CCNS(=O)(=O)c1ccccc1	-1	-2	4	4	16	-6	0.3	1.4
O=C(CN1CCN(S(=O)(=O)c2ccccc2)CC1)Nc1ccc(N2CCOCC2)cc1	nt	-7	1	6	3	nt	0.0	-0.4
Cc1noc(NS(=O)(=O)c2ccc(N/C=C/C(=O)c3ccc(F)cc3)cc2)c1C	1	-37	-3	2	-85	-3	0.0	0.7
CCCCOc1ccc(C(=O)Nc2ccc3c(c2)OCO3)cc1	-3	3	19	-1	-51	nt	0.0	2.5
Cc1cccc(Cn2c(Cc3ccccc3)nc3ccccc32)c1	-3	11	15	-4	69*	-4	0.3	1.9
Cc1cccc(NC(=S)NCc2ccco2)n1	7	13	21	-4	5	-2	0.0	-0.1
Cc1nc2cc(C)c(C)cc2s1	-2	-5	1	-5	-8	?	0.0	-4.2
C[C@@H]1CN([C@@H](C)CO)C(=O)Cc2cc(NS(=O)(=O)c3cn(C)cn3)ccc2O[C@H]1CN(C)C(=O)Nc1ccc(F)cc1	0	-5	-1	-2	nt	-3	0.0	-1.0
COc1ccc(/C=C(/NC(=O)c2cccs2)C(=O)N2CCOCC2)cc1OC	nt	nt	2	-14	13	nt	0.0	nt
C[C@H](CO)N1C[C@H](C)[C@H](CN(C)C(=O)Cc2cccnc2)Oc2ncc(-c3ccncc3)cc2C1=O	0	-10	14	-5	-1	0	0.1	0.8
C[C@H]1CN([C@@H](C)CO)C(=O)c2cccc(NC(=O)Nc3cccc4ccccc34)c2O[C@H]1CN(C)S(C)(=O)=O	4	2	-3	-5	27	4	0.0	-3.1
Cc1ccc(NC(=O)CN2CCOCC2)c(Br)c1	3	-43	2	-11	-15	3	-0.1	-0.2
The listing continues.
SMILES	ERp5 inh	EWS-Fli inh	INS-1E GSIS act	ARNT-TACC3 inh	PAX8 reporter	DENV2 CPE	Xi reactivation	CFTR F508del cor
C[C@@H]1CCCCO[C@H](CN(C)Cc2ccc3c(c2)OCO3)[C@H](C)CN([C@@H](C)CO)C(=O)c2cc(NS(=O)(=O)c3ccc(F)cc3)ccc2O1	-5	10	-10	7	-21	?	0.0	3.7
COc1cccc(CNC(=O)C[C@H]2CC[C@@H](NC(=O)C3CC3)[C@H](CO)O2)c1	2	-7	0	-43	-6	-5	0.1	1.4
O=C(c1ccc2c(=O)n(Cc3ccc4c(c3)OCO4)c(=O)[nH]c2c1)N1CCN(c2ccccc2)CC1	1	-5	7	-2	-7	1	0.2	-4.2
COc1ccc(S(=O)(=O)N2C[C@@H](O)COC[C@@H]3O[C@H](CC(=O)N(C)C)CC[C@H]32)cc1	-1	-12	5	8	4	1	0.3	1.3
CC1C(c2ccccc2)=Nn2c(=O)n(-c3ccccc3)c(=O)n21 (stereo not drawn)	-11	3	9	nt	3	-6	0.3	2.4
CC(=O)c1cccc(-c2ccnc3c2CC(C(=O)Nc2cccc(OC(F)(F)F)c2)O3)c1 (stereo not drawn)	-2	3	-25	nt	-4	-10	0.1	-8.3
CN(C)CCCNC(=O)C(=O)Nc1cc2c3c(c1)CCC(=O)N3CCC2	7	8	11	-7	19	1	0.1	1.3
CNC[C@@H]1[C@H](c2ccccc2)[C@H](CO)N1C(=O)Nc1cccc(OC)c1	-1	2	-4	-3	-4	-9	0.3	3.2
CC(C)(C)c1ccc(-c2nc(N)nc(N)n2)cc1	0	-80	-1	nt	-36	-3	0.1	1.2
COc1ccc(NC(=O)N(C)C[C@H]2Oc3ccc(NC(=O)Cc4cn(C)c5ccccc45)cc3C(=O)N([C@H](C)CO)C[C@H]2C)cc1	3	-26	-15	5	nt	18	-0.8	0.6
COc1ccc(S(=O)(=O)N2CCC3CC2c2cc(N4CCOCC4)ccc23)cc1 (stereo not drawn)	-2	10	-4	-9	1	8	0.0	-2.5
COCCNC(=O)c1onc(CSc2ccc(Cl)cc2)c1C(=O)O	-2	-10	8	15	2	3	0.0	-2.8
CC(C)CC#Cc1ccc2c(c1)O[C@H](CN(C)CC1CCOCC1)[C@H](C)CN([C@H](C)CO)S2(=O)=O	3	14	-1	13	nt	-8	-0.6	0.8
O=C(Nc1ccc(S(=O)(=O)NCC2CCCO2)cc1)c1ccc(F)cc1 (stereo not drawn)	-2	35	-8	-2	24	8	0.0	-1.7
CC(=O)c1cccc(S(=O)(=O)Nc2cc(C(F)(F)F)ccc2N2CCOCC2)c1	4	2	-50	35	11	-6	0.0	-2.3
Cc1c(C(=O)NNC(=S)NCc2ccc(Cl)cc2)oc2ccccc12	3	nt	10	-16	-9	nt	0.0	-1.2
O=C(CCNC(=O)c1ccc(Cl)cc1)Nc1ccncc1	3	-6	12	1	6	7	-0.1	0.8
CC(C)C[C@H](NC(=O)c1[nH]cnc1C(=O)N[C@@H](C)C(=O)OCc1ccccc1)C(=O)OCc1ccccc1	6	5	-24	11	0	-13	0.2	1.7
CC(C)NC(=O)N(C)C[C@@H]1Oc2ncc(C#CC3CC3)cc2C(=O)N([C@H](C)CO)C[C@H]1C	nt	-2	11	nt	-13	nt	0.0	-0.9
